inhibitors of VEEV = inhibitors of VEEV TC-83 cytopathic effect, confirmation, Vero cells (AID 588727); Vero cells, VEEV TC-83 cytopathic effect inhibition; higher % means a stronger effect; one-dose inhibition, % at 20 µM; IC50 in µM for titrated hits; 0.13% of 350,000 active; in the data active = a potency from the dose series; inconclusive = inhibition mostly from about 14% at the one dose, without a potency; inactive = the rest, 99 in 100 with inhibition below about 12%; also: strong numbers were not always called active
influenza NS1A = NS1A inhibition, H1N1 influenza, cell based functional assay (AID 504329). NS1A functional cell-based assay, percent inhibition; higher % means a stronger effect. one-dose inhibition, % at 12.5 µM; IC50 in µM for titrated hits. 0.3% of 340,000 active; in the data active = a potency from the dose series; inconclusive = inhibition above about 27% without an active follow-up result; also: strong numbers were not always called active
H37Rv inhibition = M. tuberculosis growth inhibition, HTS (AID 449762) | M. tuberculosis H37Rv growth inhibition, 7H9 media; higher % means a stronger effect | one-dose inhibition, % at 25 µM; IC50 in µM for titrated hits | 0.59% of 330,000 active; in the data active = a potency from the dose series; inconclusive = inhibition above about 70% without an active follow-up result;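 also: bacterial growth assessed after seven days of incubation; strong numbers were not always called active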
Salmonella PhoP GFP = Inhibition of PhoP regulon, Salmonella typhi GFP reporter cells, confirmation, 4 h (AID 1850); one-dose inhibition, % at 50 µM; IC50 in µM for titrated hits; 0.33% of 310,000 active; Salmonella Typhi PhoP-promoter GFP reporter, fluorescence, 4 h; higher % means a stronger effect; in the data active = a potency from the dose series; inconclusive = inhibition mostly from about 25% at the one dose, without a potency; inactive = the rest, 99 in 100 with inhibition below about 19%;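 also: 0% = induced wells with vehicle and 100% = uninduced wells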
tuberculosis growth = growth inhibition of non-replicating M. tuberculosis (AID 488890); Mycobacterium tuberculosis non-replicating, growth inhibition; higher % means a stronger effect; inhibition, % at 25 µM; hits with a dose series show IC50 in µM; 0.39% of 320,000 active; in the data active = a potency from the dose series; inconclusive = inhibition mostly from about 82% at the one dose, without a potency; inactive = the rest, 99 in 100 with inhibition below about 76%;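 also: plate controls were DMSO cells for no effect and high antibiotic wells for full effect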
Numbers without * were called inactive; i = inactive; ? = inconclusive; · = no result given.

1: CCCCn1c2nc3ccccc3nc2c2c(=O)n(C(C)CC)cnc21 (configuration not stated)
2: C/C(=N\Nc1ccccc1[N+](=O)[O-])c1ccc(N2CCOCC2)cc1
3: CN(C)S(=O)(=O)c1cccc(NC(=O)CSc2cccc3cccnc23)c1
4: Cc1ccc(CC2S/C(=N/c3ccccn3)NC2=O)cc1 (configuration not stated)
5: CC(C)Cc1nc(SCc2cccnc2)c2c(=O)n(C)c(=O)n(C)c2n1
6: O=C(Cn1cnc2ccccc2c1=O)NCc1ccco1

assay / compound	1	2	3	4	5	6
inhibitors of VEEV	0.3%	0.5%	?	3.9%	6.9%	i
influenza NS1A	-1%	5%	7%	-7%	9%	0%
H37Rv inhibition	0%	2%	59µM*	-2%	-3%	-11%
Salmonella PhoP GFP	1%	0%	-42%	5%	-10%	0%
tuberculosis growth	2%	3%	31%	·	17%	-8%

Overlap with the part before: four entries, followed by the next part.
3: CN(C)S(=O)(=O)c1cccc(NC(=O)CSc2cccc3cccnc23)c1
4: Cc1ccc(CC2S/C(=N/c3ccccn3)NC2=O)cc1 (configuration not stated)
5: CC(C)Cc1nc(SCc2cccnc2)c2c(=O)n(C)c(=O)n(C)c2n1
6: O=C(Cn1cnc2ccccc2c1=O)NCc1ccco1
7: O=C(O)C1CCCCC1C(=O)Nc1nc(-c2cccs2)cs1 (configuration not stated)
8: Cc1ccc(S(=O)(=O)N(CC(=O)Nc2cccc([N+](=O)[O-])c2)C(=O)N2CCN(C)CC2)cc1
9: O=C(CS(=O)(=O)c1ccccc1)Nc1ncc([N+](=O)[O-])s1
10: CCC(C)c1ccc(N2C(=O)NC(=O)/C(=C/c3cccn3CCOc3ccc(C)cc3)C2=O)cc1 (configuration not stated)
11: Cc1ccc(C)c(N2CN(Cc3ccco3)CNC2=S)c1
12: CCOC(=O)C1(CCOc2ccccc2)CCN(Cc2cccc3nonc23)CC1

assay / compound	3	4	5	6	7	8	9	10	11	12
inhibitors of VEEV	?	3.9%	6.9%	i	1.3%	1.1%	0.3%	1.0%	i	i
influenza NS1A	7%	-7%	9%	0%	-5%	-3%	3%	2%	9%	11%
H37Rv inhibition	59µM*	-2%	-3%	-11%	-5%	·	0%	7%	2%	6%
Salmonella PhoP GFP	-42%	5%	-10%	0%	-2%	·	4%	-28%	-8%	16%
tuberculosis growth	31%	·	17%	-8%	6%	·	-8%	72%	1%	26%

13: COc1ccc(NC(=O)N2CCCC2C(=O)Nc2ccccc2)cc1 (configuration not stated)
14: CCOc1ccc(/C=C2\SC(=S)N(NS(=O)(=O)c3ccccc3)C2=O)cc1OC
15: CC(C)NC(=O)COC(=O)c1ccc(Cl)c(S(N)(=O)=O)c1
16: CCn1cc(Cl)c(C(=O)Nc2ccc(OC)c(OC)c2)n1
17: COc1ccc(N2C(=O)CC(Sc3nc(C)cc(C)c3C#N)C2=O)cc1 (configuration not stated)
18: CC1CCN(C(=O)c2cc(N3C(=O)C4C5CCC(C5)C4C3=O)ccc2Cl)CC1 (configuration not stated)

assay / compound	13	14	15	16	17	18
inhibitors of VEEV	0.5%	i	i	1.2%	0.9%	·
influenza NS1A	4%	11%	0%	-6%	-2%	·
H37Rv inhibition	-2%	-5%	5%	3%	-5%	19%
Salmonella PhoP GFP	10%	-16%	2%	-7%	-4%	-2%
tuberculosis growth	-2%	15%	-8%	-1%	15%	4%

19: CN(C)Cc1c(C(C)(C)O)[nH]c2ccc(C(F)(F)F)cc12
20: COc1ccc(Nc2ccc(S(=O)(=O)N3CCCCCC3)cc2[N+](=O)[O-])cc1
21: COC(=O)CC1=C(c2ccc([N+](=O)[O-])cc2)CCC1=O
22: COc1cc(C(=O)NNc2nc3cc4c(cc3s2)OCO4)cc(OC)c1OC
23: COc1ccc(OC)c(Nc2c3ccccc3nc3ccccc23)c1
24: CCOc1cc(CNCc2ccccn2)cc(Cl)c1OCC

assay / compound	19	20	21	22	23	24
inhibitors of VEEV	0.2%	i	0.8%	3.4%	0.1%	i
influenza NS1A	-1%	46µM*	15%	-1%	11%	0%
H37Rv inhibition	7%	5%	·	-10%	5%	?
Salmonella PhoP GFP	·	-3%	·	-6%	-14%	1%
tuberculosis growth	22%	17%	·	6%	53%	78%

25: CCCCC(=O)Nc1ccc2c3c(cccc13)CC2
26: N#C/C(=C/c1ccc(-c2ccc([N+](=O)[O-])cc2)o1)c1nnc(N2CCOCC2)n1-c1ccccc1
27: CCOCC(=O)Nc1ccccc1C(=O)N1CCOCC1
28: Cc1c(C)c2ccc(OCC(=O)NC(Cc3ccc(Cl)cc3)C(=O)O)cc2oc1=O (configuration not stated)
29: COc1cc(C(=O)NCCCN2CCCC2=O)ccc1OCc1ccc(Cl)cc1Cl
30: C[N+](C)(C)CC(=O)Nc1ccc(Cl)cc1C(=O)c1ccccc1

assay / compound	25	26	27	28	29	30
inhibitors of VEEV	2.2%	30%	i	0.6%	5.3%	1.2%
influenza NS1A	-2%	0%	-42%	-2%	-7%	3%
H37Rv inhibition	?	·	9%	-5%	·	-3%
Salmonella PhoP GFP	11%	·	-5%	4%	·	12%
tuberculosis growth	?	·	13%	-14%	·	-11%

Of the compounds above, these contain a COOH group.
7: O=C(O)C1CCCCC1C(=O)Nc1nc(-c2cccs2)cs1 (configuration not stated)
28: Cc1c(C)c2ccc(OCC(=O)NC(Cc3ccc(Cl)cc3)C(=O)O)cc2oc1=O (configuration not stated)

assay / compound	7	28
inhibitors of VEEV	1.3%	0.6%
influenza NS1A	-5%	-2%
H37Rv inhibition	-5%	-5%
Salmonella PhoP GFP	-2%	4%
tuberculosis growth	6%	-14%

Further compounds:
31: O=C(OCc1cn(Cc2ccccc2)nn1)c1ccccc1
32: CCOc1cc(C(=O)N/N=C/c2cn(-c3ccccc3)nc2-c2cc3ccccc3o2)cc(OCC)c1OCC
33: Cc1ccccc1NC(=S)NC(=O)c1cc(-c2ccccc2)nc2ccccc12
34: Clc1cccc(Cl)c1COc1ccccn1
35: O=[N+]([O-])c1cccc(S(=O)(=O)[N-]c2nc3ccccc3nc2-n2cc[n+](Cc3ccccc3)c2)c1
36: COc1ccc(-c2noc(CNS(=O)(=O)c3ccc(NC(C)=O)cc3)n2)cc1OC
37: CCCn1nnnc1SCC(=O)Nc1nnc(CC)s1
38: C#CCOCCOCCOCCNc1nc(N2CCN(C(=O)CCCCCCCCCCNC(=O)[C@H](CCCCN)n3cc(C[C@@H](C)CC)nn3)CC2)nc(N2CCN(C(=O)CCCCCCCCCCNC(=O)[C@@H]([C@H](C)O)n3cc(C)nn3)CC2)n1
39: O=c1cc(Cl)c(-c2ccccc2)n[nH]1

assay / compound	31	32	33	34	35	36	37	38	39
inhibitors of VEEV	0.1%	3.3%	6.2%	2.6%	i	2.6%	0.0%	i	1.9%
influenza NS1A	13%	-23%	6%	-1%	-1%	-3%	18%	7%	3%
H37Rv inhibition	-3%	·	?	8%	9%	-2%	?	?	-6%
Salmonella PhoP GFP	-5%	·	-2%	-3%	6%	5%	6%	52%	6%
tuberculosis growth	66%	·	?	4%	-7%	-3%	-20%	60%	0%

Assay outcomes deposited in PubChem by Southern Research Specialized Biocontainment Screening Center.
